KCNH2 WT inh = KCNH2 (human, wildtype) channel inhibition; Q12809; U2OS, BacMam KCNH2, thallium flux FluxOr; stronger effect = lower value; activity change, % at 1.84 µM; 0.37% of 340,000 active; AID 720551;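 active = maximum activity change below -70%; inconclusive = maximum activity change between -70% and -50%; inactive = maximum activity change above -50%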
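U2OS cells transduced with wild-type KCNH2 virus are loaded with FluxOr dye for 45 min, and thallium flux is measured in kinetic reads before and after stimulation buffer. Rate constants are normalized to DMSO controls.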
B2AR arrestin = beta2AR (human) beta-arrestin recruitment activity. 0.02% of 330,000 active. P07550. beta-arrestin recruitment to beta2AR, cell-based reporter. Potency, µM (titrated, usually from 46.1 µM), for the others: at the top dose activation, actives largely listed as activators;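 also: potency is read from the fitted curve at half-maximal effect; 0% = DMSO controls and full agonism = EC100 isoproterenol or metaproterenol; nearly all actives have a fitted effect of over 65% in size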
KCNH2 3.1 inh = blocks the human KCNH2 3.1 channel isoform | U2OS KCNH2 3.1, thallium flux FluxOr; stronger effect = lower value | activity change, % (tested at about 1.8 µM) | 0.95% of 340,000 active;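 active = maximum activity change below -70%; inconclusive = maximum activity change from -70% to -50%; inactive = maximum activity change above -50%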;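 also: thallium influx rate constant from kinetic fluorescence after stimulation buffer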
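U2OS cells transduced with KCNH2 3.1 mutant virus (1.77 x 10^8 /mL, 4 h), plated overnight at 37 C, loaded 45 min with FluxOr dye plus Red40 quencher. Thallium flux rate constant from kinetic reads after stimulation buffer, normalised to controls.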
Eya2 phos inh = Eya2 (human) phosphatase inhibition; O00167; recombinant Eya2, OMFP fluorescence dephosphorylation (OMFP is methylfluorescein phosphate); Potency, µM (doses to about 76.9 µM), without a hit: at the top dose activity, negative = inhibition, hits mostly inhibitors; 0.006% of 330,000 active; also: potency is read from the fitted curve at half-maximal effect
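Eya2 protein (added as 0.2 uM solution) was preincubated with compound for 10 min at ambient temperature in 50 mM HEPES pH 7.5, 50 mM NaCl, 5 uM MgCl2, 0.05% BSA, 1 mM DTT. OMFP (added at 50 uM) then reacted 10 min; fluorescence read at 485/525 nm.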
Chronic BCR inh = blocks chronic active B-cell receptor signaling; ABC-DLBCL IkBa-CBG/CBR reporter, luminescence ratio, 4 h; 0.05% of 340,000 active; Potency, µM (top dose mostly 46.1 µM), for the others: top-dose ratio change, negative = lower green/red ratio, most hits filed as inhibitors; AID 493014; active = well fitted inhibition curve with a large enough effect in the signal ratio, with a control signal flat, not every such curve was filed as active; inconclusive = small, poorly fitted or top-dose-only effect, or effect the other way, or a change in a side signal; the % refers to the signal ratio;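 also: potency is read from the fitted curve at half-maximal effect; plate controls were basal doxycycline-induced cells for no effect and cells given 10 µM MG132 for full effect; MG132 reads +100%, hits lower the ratio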
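Cell line TMD8 (human ABC DLBCL), stably expressing tet-inducible CBG68-IkBa fusion and CBR; IMDM/0.5% FBS; cpd up to 46 uM; dox induction, 4 h, 37C/5% CO2; dual luminescence; green/red ratio; MG132 control.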
PKM2 act = increases activity of human pyruvate kinase M2; purified PKM2, Kinase-Glo ATP luminescence, activation; response scale: 0% is enzyme alone, no compound; AID 1631; Potency, µM (highest dose often 57.5 µM), for inactives: at the highest dose activation, hits mostly activators; 0.34% of 260,000 active; also: potency is read from the fitted curve at half-maximal effect; nearly all actives have a fitted effect of over 55% in size
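Purified hPK-M2 (>95% pure) converted ADP (0.1 mM final) to ATP with 0.5 mM PEP in 50 mM imidazole pH7.2, KCl, MgCl2, Tween 20, BSA; 1 h at room temperature. ATP detected by Kinase-Glo luminescence.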
Giardia kill = Giardia lamblia killing. Giardia lamblia trophozoite viability. activity change, % at 7.66 µM, hits read low. 0.15% of 340,000 active. AID 540267; in the data active = activity change below about -80%; inconclusive = between about -30% and that limit;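 also: parasites exposed to compound for two days anaerobically before the ATP read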
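ATP-content bioluminescence gauges trophozoite survival. Cells (100/well) receive compound and incubate anaerobically for 48 hrs at 37 deg C; detection reagent follows for 15-30 min at room temperature.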
Coupling enz = coupling enzyme interference in Giardia aldolase counter-screen; activity change, negative = inhibition, % at 58.2 µM, hits read low; 0.67% of 290,000 active; coupling enzyme system counterscreen, AmpLite Red fluorescence; in the data active = activity change below about -30%
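Counterscreen lacking aldolase: glyceraldehyde-3-phosphate coupling-enzyme reagent preincubated 10 min at RT with compound (at 57.5 uM final), then substrate/coupling system with AmpLite Red added; fluorescence read at 525/598 nm after 20 min RT.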
GALK inhibitor = galactokinase (human) inhibition; 0.007% of 270,000 active; Potency, µM (titrated, usually from 57.5 µM), inactives show at the top dose activity change, negative = inhibition, hits mostly inhibitors; Purified GALK, Kinase-Glo residual ATP luminescence; also: potency is read from the fitted curve at half-maximal effect
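5 nM enzyme, 35 uM ATP, 100 uM galactose, 20 mM HEPES pH8.0, 5 mM MgCl2; 1 h RT; residual ATP by Kinase-Glo Plus luminescence, qHTS format.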
USP2a inh = USP2a (human) protease inhibition | O75604 | USP2 core, Ub-CHOP2 coupled fluorogenic reporter, 485/531 | Potency, µM (highest dose often 38.3 µM), for the others: at the top dose activity change, negative = inhibition, most hits filed as inhibitors | 0.01% of 330,000 active;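 also: potency is read from the fitted curve at half-maximal effect; plate controls were DMSO wells for no effect and full inhibition by NEM control for full effect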
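Cell-free coupled assay: 10nM USP2 core preincubated 30min RT with compound in Tris-HCl pH 8.0/CaCl2/CHAPS buffer, then 25nM Ub-CHOP2 and 25nM reporter substrate; fluorescence (Ex 485/Em 531) read after 60min RT, normalized to NEM inhibition, concentration-response curves fitted.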
uPA surface inh = inhibitors of cell surface uPA generation; Potency, µM (top dose mostly 38.3 µM), without a hit: at the top dose activity change, negative = inhibition, actives largely listed as inhibitors; 0.31% of 330,000 active; AID 540303; cell surface uPA generation assay, qHTS; active = well fitted inhibition curve with a large enough effect; inconclusive = small, poorly fitted or top-dose-only effect; inactive = no such curve, though single readings can be large or run the other way; tested in mouse RAW 264.7 cells; also: potency is read from the fitted curve at half-maximal effect; nearly all actives have a fitted effect of over 55% in size
Starred values were filed as active, the others as inactive; ? = inconclusive; · = no result given; [ ] = dose if it differs, or a comment. Unless noted, calls follow the shape of the dose curve; as a rule, active = well fitted curve in the direction sought with a large enough effect; inconclusive = small, poorly fitted or top-dose-only effect, or another doubt; inactive = no such curve, though single readings can be large; an effect the other way counts as inactive or inconclusive. Unless noted, % is scaled to controls: 0 for no effect and ±100 for the full control effect. An unsorted share of the library; any-hit rate near 2.4%.

SMILES	KCNH2 WT inh	B2AR arrestin	KCNH2 3.1 inh	Eya2 phos inh	Chronic BCR inh	PKM2 act	Giardia kill	Coupling enz	GALK inhibitor	USP2a inh	uPA surface inh
O=C(COC(=O)C(CO)NS(=O)(=O)c1ccc(Br)cc1)Nc1ccc2c(c1)OCCO2 (stereo not given)	2	-0.2%	5	-6%	-12%	·	4	·	·	3%	?
O=C(Nc1ccc(Cl)cc1)C1CCCN(C2=NS(=O)(=O)c3ccccc32)C1 (stereo not given)	10	0.5%	5	17%	?	·	-9	·	·	-1%	0%
O=C(CC1OC(=O)c2ccccc21)Nc1cccc(S(=O)(=O)N2CCCCCC2)c1 (stereo not given)	7	0.2%	-8	2%	?	-1%	8	·	7%	-1%	-10%
O=C1CCC(=O)N1c1cccc(-c2nc3ccccc3o2)c1	5	0.3%	30	2%	?	?	10	0	1%	1%	-12%
O=C(c1c(Cl)nc2sccn12)N1CCCc2ccccc21	-3	0.1%	9	-15%	-13%	-2%	14	-12	2%	0%	-1%
CCS(=O)(=O)c1ccc(O)c(N2C(=O)C3C4C=CC(C4)C3C2=O)c1 (stereo not given)	-12	-0.1%	0	2%	0%	-4%	15	-4	5%	-2%	3%
O=C(NC(=S)Nc1cccc(-c2ccc(CO)o2)c1)c1cccs1	-2	0.3%	22	-15%	-3%	3%	-7	0	-1%	-1%	8%
COc1cc(C2c3c([nH]c(=O)[nH]c3=O)Nc3ccc4ccccc4c32)cc(OC)c1OC (stereo not given)	-12	0.0%	-10	-12%	-5%	-7%	3	-4	-17%	-1%	2%
COC(=O)CSC1=C(C#N)C(=O)NC(c2ccccc2)S1 (stereo not given)	6	-0.3%	27	15%	9%	-18%	1	-2	-2%	1%	-6%
CC1(C)Cc2cccc(OCC(=O)Nc3ccccc3F)c2O1	1	0.0%	-10	-7%	1%	·	10	·	·	2%	-13%

Sorted by molecular weight (low to high): part of the list above
SMILES	KCNH2 WT inh	B2AR arrestin	KCNH2 3.1 inh	Eya2 phos inh	Chronic BCR inh	PKM2 act	Giardia kill	Coupling enz	GALK inhibitor	USP2a inh	uPA surface inh
CC1(C)Cc2cccc(OCC(=O)Nc3ccccc3F)c2O1	1	0.0%	-10	-7%	1%	·	10	·	·	2%	-13%
O=C(c1c(Cl)nc2sccn12)N1CCCc2ccccc21	-3	0.1%	9	-15%	-13%	-2%	14	-12	2%	0%	-1%
COC(=O)CSC1=C(C#N)C(=O)NC(c2ccccc2)S1 (stereo not given)	6	-0.3%	27	15%	9%	-18%	1	-2	-2%	1%	-6%
CCS(=O)(=O)c1ccc(O)c(N2C(=O)C3C4C=CC(C4)C3C2=O)c1 (stereo not given)	-12	-0.1%	0	2%	0%	-4%	15	-4	5%	-2%	3%
O=C(Nc1ccc(Cl)cc1)C1CCCN(C2=NS(=O)(=O)c3ccccc32)C1 (stereo not given)	10	0.5%	5	17%	?	·	-9	·	·	-1%	0%
O=C(CC1OC(=O)c2ccccc21)Nc1cccc(S(=O)(=O)N2CCCCCC2)c1 (stereo not given)	7	0.2%	-8	2%	?	-1%	8	·	7%	-1%	-10%
COc1cc(C2c3c([nH]c(=O)[nH]c3=O)Nc3ccc4ccccc4c32)cc(OC)c1OC (stereo not given)	-12	0.0%	-10	-12%	-5%	-7%	3	-4	-17%	-1%	2%

Following part:
SMILES	KCNH2 WT inh	B2AR arrestin	KCNH2 3.1 inh	Eya2 phos inh	Chronic BCR inh	PKM2 act	Giardia kill	Coupling enz	GALK inhibitor	USP2a inh	uPA surface inh
Cc1cccc(Nc2nc(CC(=O)O)cs2)c1	2	0.1%	-8	3%	-6%	·	13	-1	0%	1%	10%
Cc1ccc(NC(=O)c2ccc(S(=O)(=O)NCc3cccnc3)cc2)cc1C	-3	0.1%	11	-19%	1%	1%	-3	1	17%	-1%	1%
CN1CCc2c(sc3c2C(=O)NC(c2cccc(OC(=O)c4cccs4)c2)N3)C1 (stereo not given)	-6	-0.8%	-2	3%	0%	-4%	0	-9	-3%	5%	?
O=C(Cn1cnc2c(nnn2Cc2ccc(F)cc2)c1=O)Nc1ccc2c(c1)OCCO2	35	-0.2%	6	7%	7%	·	40[activator]	0	-2%	0%	-10%
O=C(CCNC(=O)c1ccc(Br)cc1)Nc1ccc(S(=O)(=O)Nc2ncccn2)cc1	-3	-0.5%	5	9%	7%	·	-5	·	·	1%	2%
OC(CN1CCOCC1)Cn1c2ccccc2c2ccccc21 (stereo not given)	-6	0.6%	-7	-15%	0%	·	1	-6	·	-7%	2%
COc1ccc(-c2noc(CCC(=O)N3CCN(c4ccccc4Br)CC3)n2)cc1	-2	-1.1%	1	1%	-16%	·	0	·	·	-1%	15%
O=C(c1cc(COc2cccc(C(F)(F)F)c2)on1)N1CCC(Oc2cccnc2)CC1	4	0.4%	-10	-16%	-9%	·	-21	·	2%	-1%	-28%
COc1ccc(C(=O)c2coc3ccc(O)c(CN4CCOCC4)c23)cc1	-8	-0.7%	-9	-22%	-16%	15%	-12	-2	-1%	-1%	3%
Cc1ccccc1CNS(=O)(=O)c1c(C(=O)N2CCCC2)c(C)n(C)c1C	-6	3.3%	-2	-2%	0%	1%	7	3	-2%	0%	5%
COc1cc(/C=C(\C#N)C(=O)NCC2CCCO2)ccc1OCC(=O)O (stereo not given)	14	0.7%	-8	5%	2%	0%	-9	-2	1%	4%	-4%
CC(=O)c1cccc(NC(=O)NCCc2c[nH]c3ccccc23)c1	-1	-0.3%	-47	14%	?	-12%	-28	-4	·	2%	1%
CC(C)NC(=O)c1ccc(CN2CCc3ccccc3C2)cc1	-4	-0.6%	18	-14%	0%	1%	12	1	-1%	1%	11%
Cc1ccc(C2=NN(C(=S)Nc3ccccc3)C(c3ccco3)C2)cc1 (stereo not given)	-29	-0.4%	-4	-8%	?	2%	-10	2	2%	4%	5%
COC(=O)c1ccc(NC(=O)c2ccc3c(c2)OCO3)cc1	5	-0.4%	7	-3%	?	-8%	-12	0	-1%	4%	-8%
O=C(Cc1csc(NC(=O)Nc2cccc(Cl)c2)n1)NCc1cccnc1	-10	-0.4%	7	30%	7%	·	-21	·	·	1%	6%
Cc1cc(S(=O)(=O)N2CCOCC2)c(C)s1	5	0.4%	8	-1%	0%	0%	2	0	-2%	0%	3%
C(=N\N=C\c1ccccc1)/c1ccccc1	-6	-0.1%	-10	8%	?	-10%	1	-7	12%	-2%	1%
O=C(COc1ccccc1)NC1CCN(Cc2ccccc2)CC1	24	-0.3%	3	9%	?	2%	28	0	0%	-1%	·
COc1ccc(CNC(=O)CN2C(=O)C3C4C=CC(C4)C3C2=O)cc1 (stereo not given)	23	-0.9%	-34	-12%	1%	3%	-13	0	-2%	-2%	-9%
Cc1[nH]n(-c2ccccc2)c(=O)c1S(=O)(=O)c1ccccc1	-8	-0.1%	6	-5%	4%	4%	-3	-7	0%	1%	·
CCN(C[C@H]1N[C@@](CC)(C(=O)OC)[C@H]2C(=O)N(Cc3ccccc3)C(=O)[C@@H]12)C(=O)c1ccc(F)cc1	1	-0.6%	-44	3%	0%	·	20	·	·	5%	6%
COc1ccc(C2C(C(=O)NCC3CCCO3)CCC(=O)N2c2ccc3c(c2)OCO3)cc1 (stereo not given)	0	-0.2%	-13	-5%	0%	21%	-14	1	-3%	2%	0%
CCOc1ccc(Cl)cc1S(=O)(=O)N1CCC(C(=O)NCC2CCCO2)CC1 (stereo not given)	-3	0.1%	0	8%	-4%	5%	-1	-1	-2%	-3%	4%
Cc1ccc(-c2ocnc2C(=O)Nc2nc(C)cs2)cc1	-5	0.4%	-8	14%	?	8%	0	1	-5%	5%	1%
Nc1nc(Cl)cc(Oc2ccc([N+](=O)[O-])cc2)n1	2	0.3%	11	-11%	-1%	·	-2	-1	11%	3%	-4%
CCN(CC(=O)NCc1ccc(Cl)cc1)C(=O)c1cc2ccccc2o1	6	-0.8%	-7	-1%	2%	-3%	-4	2	1%	-2%	-1%
COc1cccc(C2NC(CC(C)C)(C(=O)O)C3C(=O)N(Cc4ccccc4)C(=O)C23)c1O (stereo not given)	1	-0.2%	17	-9%	?	-10%	6	-1	-2%	1%	3%
O=C(c1cc(COc2ccc(F)cc2Cl)on1)N1CCN(C2CCCCC2)C(=O)C1	10	0.0%	-5	-19%	-2%	·	-18	·	-7%	0%	-21%

Compound activity: PubChem, National Center for Advancing Translational Sciences (NCATS)
